Screening data from PubChem.
Lipid storage S3 = qHTS Assay for Lipid Storage Modulators in Drosophila S3 Cells. Drosophila S3 cells, BODIPY lipid droplet fluorescence, 18-24 h; cells fed with added oleic acid. Potency in µM for hits, for the others lipid storage change, negative = inhibition, % at the top dose, mostly 46.1 µM. 320,000 tested, 0.64% active. AID 2685, 2010; active means well fitted inhibition curve with a large enough effect in the signal ratio, with a control signal flat, not every such curve was filed as active; inconclusive means small, poorly fitted or top-dose-only effect, or effect the other way, or a change in a side signal; the % refers to the signal ratio
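Drosophila S3 cells got compounds at several concentrations plus oleic acid (400 uM solution). Laser-scanning cytometry with 488 nm excitation read lipid droplets at 500-530 nm and cells at 575-640 nm. Percent activity was relative to 20 uM Triacsin C.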
Lipid storage S3 cell count max = further read-out of Lipid storage S3, marked with its call; cell number change, %; measured here: cell count max response;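 cells counted by Cell Tracker Red CMTPX staining in the red channel; peak over a dose series mostly up to 46.1 µM; percent activity relative to internal control wells on each plate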
Numbers without * were called inactive; i = inactive; ? = inconclusive; . = not tested or not shown. On the % scale 0 is the no-effect control and ±100 the full control effect; potency means the concentration at half of the fitted maximal effect.

SMILES | Lipid storage S3 | Lipid storage S3 cell count max
CCCCC(c1nnnn1CC1CCCO1)N1CCN(c2cc(Cl)ccc2C)CC1 (stereo not drawn) | ? | .
CCn1nnnc1SCC(=O)NCc1ccco1 | ? | .
O=C(C[n+]1ccc(CCSc2ccc(F)cc2)cc1)c1ccccc1 | ? | .
Cc1cccc(Oc2ccccc2NC(=O)CN2C(=O)NC3(CCCC3)C2=O)c1 | ? | .
O=C(c1ccsc1)N1CCCC(Nc2ccc(F)c(F)c2)C1 (stereo not drawn) | -5.3% | -0.8
CC1CCCCC12NC(=O)N(CC(=O)N1CCN(C(=O)c3cccs3)CC1)C2=O (stereo not drawn) | ? | .
COc1ccc([N+](=O)[O-])cc1N(CC1CO1)S(=O)(=O)c1ccc(C)cc1 (stereo not drawn) | -19.9% | -10.7
CN1CCN(c2ccc(CNS(=O)(=O)c3cccc(F)c3)cc2)CC1 | ? | .
COc1cccc(C(=O)NNS(=O)(=O)c2ccc(F)cc2)c1 | -7.6% | 32.3
CC1(C)CCCN(C(=O)c2ccc3c(c2NCCO)C(=O)c2ccccc2C3=O)C1 | ? | .
CCC1CCCCN1S(=O)(=O)c1c(C)n(C)c(=O)n(C)c1=O (stereo not drawn) | ? | .
C=CCNC(=O)c1ccc(C2SCC(=O)N2Cc2ccco2)cc1 (stereo not drawn) | 3.8% | -7.4
Nc1nonc1-n1nnc(C(=O)N/N=C/c2ccc(Cl)cc2)c1-c1ccc2c(c1)OCO2 | i | 7.3
Cc1csc(CNc2ncnc3ccc(-c4cccnc4)cc23)c1 | 21.8% | 10.2
O=C(Nc1cccc(-n2cnnn2)c1)c1ccc(C(F)(F)F)cc1 | ? | .
COc1ccc(N(C)S(=O)(=O)c2cccc(C(=O)NCC3CCCCC3)c2)cc1 | -6.2% | 11.9
C=CCn1c(SCC(=O)NC(=O)c2cccc([N+](=O)[O-])c2)nnc1-c1ccccc1 | 11.7% | -2.6
COc1ccc2nc3cc(Cl)ccc3c(Nc3cc(CN4CCCC4)c(O)c(CN4CCCC4)c3)c2n1 | ? | .
COC(=O)c1ccc(CSc2nnc(-c3c[nH]c4ccccc34)n2-c2ccccc2)cc1 | ? | .
COc1ccc(NC(=O)CN(c2ccc(OC)c(Cl)c2)S(=O)(=O)c2ccccc2)c(OC)c1 | ? | .
COc1ccc(C/C(O)=C(\C#N)c2nc3ccccc3[nH]2)cc1OC | ? | .
COC(=O)c1cccc2nc3c(C(C)O)cccc3nc12 (stereo not drawn) | 6.3% | -1.8
Cc1ccc(NC(=O)c2cc([N+](=O)[O-])ccc2N2CCCC2)cc1 | 155.0% | .
Cn1c(CN2CCOCC2)nc2cc(NC(=O)c3ccccc3Cl)ccc21 | ? | .
CCOC(=O)CCC(NC(=O)CCC(=O)NC(CCC(=O)OCC)C(=O)OCC)C(=O)OCC (stereo not drawn) | ? | .

Overlap with the part before: 2 compounds, then new ones.
SMILES | Lipid storage S3 | Lipid storage S3 cell count max
Cn1c(CN2CCOCC2)nc2cc(NC(=O)c3ccccc3Cl)ccc21 | ? | .
CCOC(=O)CCC(NC(=O)CCC(=O)NC(CCC(=O)OCC)C(=O)OCC)C(=O)OCC (stereo not drawn) | ? | .
CCOc1ccccc1NC(=O)c1c(Br)cnn1C | ? | .
Cc1ccc2c(C(=O)CN3CCCCC3)c(C)[nH]c2c1 | ? | .
CC(C)(C)Cc1nnc(NS(=O)(=O)c2ccccc2)s1 | -13.2% | -0.6
Cc1cc2ncn(C(=O)N3CCCC3)c2cc1C | 12.8% | 10.6
O=C(CCS(=O)(=O)c1cccc2nonc12)NCCc1ccccc1Cl | ? | .
CCCCCCC(=O)N(O)C1CC(=O)N(c2ccccc2)C1=O (stereo not drawn) | ? | .
Cc1cccc(CC2S/C(=N/N=C/c3ccco3)N(c3ccccc3)C2=O)c1 (stereo not drawn) | 0.7% | 17.2
O=C(O)CC1c2ccccc2S(=O)(=O)N1Cc1ccccc1 (stereo not drawn) | -3.6% | -9.8
COc1ccc(C(=O)/C=C/NCc2ccc(F)cc2)cc1OC | ? | .
CCCc1cc(=O)[nH]c(SCC(=O)NCCC2=CCCCC2)n1 | ? | .
Fc1ccc(Cn2cccc2C2=NC(c3ccccc3)CO2)cc1 (stereo not drawn) | -2.9% | 4.0
CC(NC(=O)c1ccc(C(C)(C)C)cc1)C(c1cccs1)N1CCOCC1 (stereo not drawn) | 8.7% | 1.1
CN(C(=O)COC(=O)c1cc(-c2ccc(Cl)s2)nc2ccccc12)C1CCS(=O)(=O)C1 (stereo not drawn) | 5.1% | 4.1
COc1ccc(-n2c(SCC(=O)N3CCN(c4ccccc4)CC3)nc3c(c2=O)SCC3)cc1 | ? | .
O=S(=O)(/N=C(/Nc1ccc(Cl)c(S(=O)(=O)Nc2ccccc2Cl)c1)c1ccc(F)cc1)c1ccccc1 | ? | .
Cc1ccccc1NC(=O)CCC(=O)N/N=C/c1ccncc1 | 11.6% | 8.6
COCCN(C(=O)c1cc2c(s1)CCCCC2)c1c(N)n(CC(C)C)c(=O)[nH]c1=O | ? | .
CCOC(=O)c1oc2cccc(O)c2c1C | ? | .
Cc1ccc(C(=O)N2CCN(c3ncccn3)CC2)o1 | 9.2% | -16.0
C=CCn1cnc2c(NCc3ccccc3)ncnc21 | ? | .
O=C(Nc1cccnc1)c1cccc([N+](=O)[O-])c1 | 3.3% | 8.1
COc1ccc(/C(C)=N/NC(=O)c2nnn(-c3nonc3N)c2-c2ccccc2)cc1 | ? | .
COc1cccc(-c2nc(-c3cccs3)no2)c1 | ? | .
O=C(c1ccc(-c2nc3ccccc3s2)o1)N1CCN(c2ccccc2O)CC1 | ? | .
COc1ccc2cc(C(=O)N/N=C/c3sc4ccccc4c3O)ccc2c1 | ? | .

Further records follow:
SMILES | Lipid storage S3 | Lipid storage S3 cell count max
Cc1nc(N2CCc3ccccc3C2)[nH]c(=O)c1Cc1ccccc1 | ? | .
CCOc1ccc(-c2nnn(CC(=O)N3CCCC(C)C3)n2)cc1 (stereo not drawn) | -6.7% | 0.3
Cc1ccc(NC(=O)C2=C(O)c3sccc3N(C)S2(=O)=O)cc1 | ? | .
COc1ccc2c(C=O)c[nH]c2c1 | ? | .
O=C(Cc1ccccc1)NC1c2ccccc2-c2ccccc21 | 4.5% | -0.7
Cc1cc(C)c2c(C)c(C(=O)NCc3ccc(S(N)(=O)=O)cc3)oc2c1 | ? | .
CN1C(=S)N(c2ccccc2)C(=O)/C1=C/c1ccco1 | ? | .
CCCNC(=O)COC(=O)c1ccccc1OCc1ccc(Cl)cc1 | ? | .
Cc1cccc2cc3c(N)c(C(=O)Nc4ccc(N5CCOCC5)cc4)sc3nc12 | 5.7% | -1.7
Cc1ccc(C(=O)NNC(=O)C2CCN(C(=O)OC(C)(C)C)CC2)cc1 | ? | .
CC(C)c1onc(C(=O)NCc2ccccc2)c1[N+](=O)[O-] | ? | .
N#CC1(NC(=O)CSc2nc3ccc([N+](=O)[O-])cc3s2)CCCCC1 | ? | .
Cc1ccc2c(c1)N(C(=O)CCC(=O)NCc1cccnc1)CCO2 | ? | .
O=C(NC1C/C(=N/O)c2cc3c(cc21)OCO3)C(F)(F)F (stereo not drawn) | ? | .
CCOc1cc(NC(=O)c2ccco2)c(OCC)cc1NC(=O)c1ccco1 | ? | .
Cc1ccc(S(=O)(=O)C2(C(=O)Nc3ccc(F)cc3)CC2)cc1 | 12.9% | .
COCCNC(=O)CSc1nc2nn(-c3ccccc3)c(=O)c-2c2n1CCCCC2 | ? | .
O=C(c1ccc(-c2ccccc2)cc1)C1CCCN(Cc2ccncc2)C1 (stereo not drawn) | -28.5% | 0.9
COc1ccc(/C=C(\C#N)C(=O)N2COCC2(C)C)cc1 | 2.9% | -0.7
Cc1c(C)c2c(C)nn(-c3ccccc3)c2[nH]c1=O | -19.4% | 23.0
COc1ccccc1OCCNC(=O)CNC(=O)c1ccc2c(c1)OCO2 | i | .
CC(C)(C)OC(=O)NCCCCCNC(=O)c1nc[nH]c1C(=O)N1CCN(C(=O)OC(C)(C)C)CC1 | ? | .
O=C(CSc1ccccc1)Nc1cc(Cl)ccc1Oc1ccccc1 | -4.2% | 2.3
Cc1ccc(Nc2nc(-c3ccc(F)cc3)cs2)nc1 | ? | .
Cc1ccc2c(c1)Oc1ccc(NC(=O)CCl)cc1C(=O)N2 | ? | .

(next part)
SMILES | Lipid storage S3 | Lipid storage S3 cell count max
O=C(CSc1n[nH]c(=O)n1Cc1ccco1)c1ccc2c(c1)OCCO2 | 8.8% | 2.6
COc1cccc(C(=O)Nc2cnn(C(C)C)c2)c1 | 2.7% | 19.9
COc1ccc(CCN2C(=O)CC(NNC(=O)c3ccccc3Br)C2=O)cc1 (stereo not drawn) | 11.2% | -5.1
COC(=O)c1ccncc1C(=O)Nc1ccc(Oc2ncc(C(F)(F)F)cc2Cl)cc1 | -11.6% | -10.1
CSc1cccc(NC(=O)C2CCN(S(=O)(=O)c3cnc[nH]3)CC2)c1 | ? | .
O=C(CN(C(=O)c1csnn1)c1ccccc1F)NC1CCCCC1 | ? | .
CC1Cc2ccccc2N1C(=O)Cn1c(=O)oc2cc(S(=O)(=O)NC3CCCC3)ccc21 (stereo not drawn) | 0.5% | 7.5
CCOc1cc(S(=O)(=O)N2CCN(c3ccc(F)cc3)CC2)c(OCC)cc1-n1cnnn1 | 14.9% | -3.8
CN(CC(=O)NC1CCCCCCC1)S(=O)(=O)c1cccc2cccnc12 | ? | .
CC(C)CC1=NN(C(=O)c2ccncc2)C(O)(C(F)(F)F)C1 (stereo not drawn) | 1.4% | .
COC(=O)/C=C(\Oc1ccccc1)C1(O)CCCCC1 | ? | .
CC(C)CCN1CCN(Cc2cccn2-c2ccc(Cl)cn2)CC1CCO (stereo not drawn) | 5.0% | 20.9
Cc1cccc(NC(=O)CSc2nnc(CNC(=O)c3ccco3)n2C)c1 | ? | .
COc1cccc(CNCc2ccccc2Br)c1OC | -7.3% | 8.0
COc1cc(/C=N/Nc2nncn2/N=C/c2ccc(O)c(OC)c2)ccc1O | ? | .
O=C(c1nc2ccccn2c1CNCC1OCCc2ccccc21)N1CCOCC1 (stereo not drawn) | 11.3% | 9.3
CC(C)(C)c1ccc(-c2nc(O)c(CC(=O)O)s2)cc1 | -1.0% | 8.0
CCNC(=O)COc1cccc(C(=O)NCc2ccccc2)c1 | ? | .
COc1ccc(-n2c(SCCC(=O)O)nnc2-c2ccncc2)cc1 | ? | .
CCN(C(=O)CCS(=O)(=O)c1ccc(Br)cc1)c1ccc2c(c1)OCO2 | ? | .
O=C(CN1C(=O)c2cccc3cccc(c23)C1=O)N1CCN(Cc2ccc3c(c2)OCO3)CC1 | ? | .
CCOc1ccc(N2C(=O)CC(n3nc(C)cc3C)C2=O)cc1 (stereo not drawn) | 0.9% | 5.3
CCCN(CC(=O)Nc1ccc(NC(C)=O)cc1)CC(=O)Nc1ccc(F)c(F)c1F | i | 10.3
CC(C(=O)NC1CC1)c1ncc(C(F)(F)F)cc1Cl (stereo not drawn) | ? | .
CC(c1ccon1)N(C)C(=O)CCc1nnc(C2(c3ccc(Cl)cc3)CCC2)o1 (stereo not drawn) | 7.2% | 5.5

Gathered by group: the compounds so far containing a CF3 group
SMILES | Lipid storage S3 | Lipid storage S3 cell count max
O=C(Nc1cccc(-n2cnnn2)c1)c1ccc(C(F)(F)F)cc1 | ? | .
O=C(NC1C/C(=N/O)c2cc3c(cc21)OCO3)C(F)(F)F (stereo not drawn) | ? | .
COC(=O)c1ccncc1C(=O)Nc1ccc(Oc2ncc(C(F)(F)F)cc2Cl)cc1 | -11.6% | -10.1
CC(C)CC1=NN(C(=O)c2ccncc2)C(O)(C(F)(F)F)C1 (stereo not drawn) | 1.4% | .
CC(C(=O)NC1CC1)c1ncc(C(F)(F)F)cc1Cl (stereo not drawn) | ? | .

Next entries
Values run as follows: Lipid storage S3, Lipid storage S3 cell count max
Cc1cccc(OCC(=O)Nc2ccc(N3CCCC3)cc2)c1C
  10.2%, -14.3
CCCN(CCC)CCNC(=O)C1CC(=O)N(c2ccc(OC)cc2)C1c1ccc(OC)cc1 (stereo not drawn)
  -4.8%, -2.1
Brc1ccc(-c2nnc3n2-c2ccccc2CC3)cc1
  14.5%, -11.4
O=S(=O)(/N=C(/Nc1cccc2ccccc12)c1ccccc1)c1ccc(Br)cc1
  ?, .
CC(C)c1ccc(C(=O)NCCCN2CCN(CCCNC(=O)c3ccc(C(C)C)cc3)CC2)cc1
  ?, .
Cc1ccc2c(c1)c(-c1ccccc1)nc1nncn12
  25.0%, 11.6
O=S(=O)(/N=C(\c1ccc(Cl)cc1)N1CCOCC1)c1ccccc1
  ?, .
CC(C)(C)[C@H]1CCC(=O)N([C@H](CN=[N+]=[N-])Cc2ccccc2)CC1
  1.6%, 22.0
O=c1cc(O)c(-c2ccc(Cl)c(Cl)c2)c(Cl)[nH]1
  -20.8%, -11.1
COc1cc(C#N)ccc1OCC(=O)NCCC1=CCCCC1
  i, -4.8
N#Cc1ccccc1NC(=O)c1cccc(COc2ccc(Cl)cc2Cl)c1
  13.9%, -1.1
CCN(CC)CC(O)COc1ccccc1C(=O)CCc1ccccc1 (stereo not drawn)
  14.7%, -12.7
CCc1cccc(OCC(=O)Nc2ccc(S(=O)(=O)Nc3onc(C)c3C)cc2)c1
  ?, .
Cc1nc2sccn2c(=O)c1S(=O)(=O)N1CCN(c2cccc(C(F)(F)F)c2)CC1
  13.7%, 12.6
O=S(=O)(NCCCN1CCOCC1)c1ccc(F)c(Cl)c1
  ?, .
COc1cc(Cc2nccc3cc(OC)c(OC)cc23)c(NC(C)=O)cc1OC
  3.4%, 14.8
COc1ccccc1NC(=O)CN1CCN(CC(=O)Nc2cc(NC(C)=O)ccc2OC)CC1
  0.1%, -12.4
CCn1c(CN2CCOCC2)nnc1SCC(=O)Nc1cccc(C)c1
  17.3%, 9.6

A portion of the library; rates above refer to the full screens.
